Cardiac RTF inh: cardiac RTF calcium desensitization; IANBD-labeled cardiac RTF, Ca2+ fluorescence; inhibition, % at 7.15 µM; 340,000 tested, 0.12% active;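 active means inhibition above the mean inhibition of all tested compounds plus 3 SD, cut at about 17% in these data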;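 further: assay run at fixed EC70 calcium of 1.6 mM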
PKA-R2B act: activates the human PKA-R2B holoenzyme complex; P22694+P31323; PKA-R2B holoenzyme dissociation, Cy5-IP20 fluorescence polarization; R2B truncated from residue 108, S112A mutant; 0% DMSO only, 100% 113 µM cGMP; activation, % at 11.4 µM; 340,000 tested, 0.079% active; AID 504700;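 active means activation above a cutoff set at the mean over all compounds plus 3 SD, cut at about 18% in these data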;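 further: higher means more holoenzyme dissociation and a rise in polarization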
Target sequence (P31323 whole entry, looked up, other chains not shown, the tested form may be a part): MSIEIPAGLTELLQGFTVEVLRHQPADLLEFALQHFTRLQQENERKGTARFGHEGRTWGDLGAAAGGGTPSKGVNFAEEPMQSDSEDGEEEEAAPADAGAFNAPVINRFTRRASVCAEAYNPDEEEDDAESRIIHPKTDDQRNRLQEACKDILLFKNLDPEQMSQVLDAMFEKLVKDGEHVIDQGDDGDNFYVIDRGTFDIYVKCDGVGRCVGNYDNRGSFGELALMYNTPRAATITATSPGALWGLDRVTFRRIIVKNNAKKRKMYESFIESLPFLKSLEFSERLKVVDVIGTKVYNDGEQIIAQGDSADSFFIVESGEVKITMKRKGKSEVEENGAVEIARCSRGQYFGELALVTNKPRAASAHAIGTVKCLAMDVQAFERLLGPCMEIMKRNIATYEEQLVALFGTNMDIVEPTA
LANA DNA inh: inhibitors of KSHV LANA C-terminal domain DNA binding | MBP-C-LANA/FAM-LBS DNA binding, fluorescence polarization | inhibition, % at 9 µM | 340,000 tested, 0.078% active | AID 504423;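 active means highest replicate inhibition at or above 60% at 9 µM, even if other replicates fall short; inactive means all replicates below 60% inhibition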;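 further: 0% = neutral control wells and 100% = 4 µM acridine orange control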
CAL PDZ FP-1: inhibitors of human CAL PDZ peptide binding; 330,000 tested, 0.02% active; Q9HD26; inhibition, % at 20 µM; purified CAL PDZ, TMR-peptide fluorescence polarization, 1 h; AID 504414;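 active means highest replicate inhibition of at least 40%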;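 further: plate controls were DMSO neutral control wells for no effect and unlabeled competitor peptide control wells for full effect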
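Test system: purified CerCALP PDZ construct; Compound dosing: one concentration, 20 µM compound; Also added: TMR-labelled reporter peptide T*-PRC34 bound in PDZ groove; Read-out: inhibition from polarization loss; Controls: unlabelled peptide and DMSO controls; Signal: FP readout, S and P plane fluorescence; Incubation: 1 h at RT.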
Keap1-Nrf2 PPI: Keap1-Nrf2 (human) interaction inhibition. Keap1 Kelch-Nrf2 peptide fluorescence polarization, 1536-well. Q14145. inhibition, % at 9.4 µM. 340,000 tested, 0.15% active; in the data active means inhibition above about 12%;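 further: human Keap1 Kelch domain with fluorescein labeled Nrf2 9mer peptide probe; 0% = neutral control wells and 100% = peptide positive control; higher means more block of Keap1 binding to Nrf2 peptide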
DAGLB inh: diacylglycerol lipase beta (human) inhibition; HEK293T DAGLB membrane lysate, EnzChek fluorogenic substrate; inhibition, % at 5.17 µM; 340,000 tested, 0.059% active; in the data active means inhibition above about 34%;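 further: 0% = enzyme with vehicle and 100% = wells lacking enzyme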
Target sequence (Q8NCG7 whole entry, looked up): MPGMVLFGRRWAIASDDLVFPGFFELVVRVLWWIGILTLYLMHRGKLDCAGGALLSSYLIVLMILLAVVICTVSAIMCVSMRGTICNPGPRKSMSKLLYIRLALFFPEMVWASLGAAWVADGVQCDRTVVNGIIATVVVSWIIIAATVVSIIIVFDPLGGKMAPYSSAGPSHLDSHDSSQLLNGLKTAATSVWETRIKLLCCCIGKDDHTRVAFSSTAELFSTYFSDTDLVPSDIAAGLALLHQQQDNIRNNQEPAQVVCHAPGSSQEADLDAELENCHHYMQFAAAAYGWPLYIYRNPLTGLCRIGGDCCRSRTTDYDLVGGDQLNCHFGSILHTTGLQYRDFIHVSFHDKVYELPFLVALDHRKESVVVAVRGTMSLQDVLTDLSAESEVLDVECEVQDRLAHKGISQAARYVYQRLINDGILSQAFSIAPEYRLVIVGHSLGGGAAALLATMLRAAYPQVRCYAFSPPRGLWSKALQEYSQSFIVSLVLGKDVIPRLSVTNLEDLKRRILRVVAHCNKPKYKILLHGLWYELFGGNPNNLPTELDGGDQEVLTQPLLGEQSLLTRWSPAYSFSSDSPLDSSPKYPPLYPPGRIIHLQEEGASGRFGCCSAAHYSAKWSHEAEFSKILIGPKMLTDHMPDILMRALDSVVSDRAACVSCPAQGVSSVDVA
SR-BI DiI-HDL act: activators of SR-BI mediated HDL lipid uptake. CHO ldlA[mSR-BI] cells, DiI-HDL uptake fluorescence, 3 h; 100 = double the neutral-control signal. activation, % at 12.5 µM. 320,000 tested, 0.096% active;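 active means mean replicate activation of at least 60% and every replicate at or above 60%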;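 further: 0% = median plate neutral-control signal and 100% = twice that signal; values of inactives mirror those of a sister screen read the other way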
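Assay system: CHO ldlA[mSR-BI] cells, LDL receptor-null, SR-BI overexpressing; medium: Ham's F12 with 0.5% BSA, HEPES 25 mM, pH 7.4; also added: DiI-HDL 10 µg/mL; timing: 3 h uptake period with compound, 37 °C; signal: DiI fluorescence, bottom read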
RTF Ca sens act: cardiac RTF calcium sensitization. P19429+P45379. IANBD-labeled TnC RTF fluorescence at EC20 calcium; 0% EC20 calcium, 100% full calcium. activation, % at 7.2 µM. 340,000 tested, 0.24% active. AID 493008;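 active means activation above the mean over all tested compounds plus 3 SD, cut at about 30% in these data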;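 further: rise in fluorescence read as greater calcium sensitivity of cardiac thin filaments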
CAL PDZ FP-2: CAL PDZ (human) peptide binding inhibition; Q9HD26; purified CAL PDZ, TMR-peptide fluorescence polarization, 1 h; inhibition, % at 24.9 µM; 300,000 tested, 0.92% active; AID 602252;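 active means mean inhibition of at least 30% with at least half of replicates also reaching 30%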;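 further: 0% = DMSO neutral control and 100% = excess unlabeled competitor peptide PRC23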
Rtt109 HAT inh: C. albicans Rtt109 histone acetyltransferase inhibition; Q5AAJ8; purified Rtt109/Vps75, ThioGlo CoA-SH fluorescence, 4 h; inhibition, % at 34.9 µM; 330,000 tested, 0.16% active; AID 540336;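 active means inhibition of at least 50% in every replicate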
* hit, by the source's call; x = no result given.

SMILES | Cardiac RTF inh | PKA-R2B act | LANA DNA inh | CAL PDZ FP-1 | Keap1-Nrf2 PPI | DAGLB inh | SR-BI DiI-HDL act | RTF Ca sens act | CAL PDZ FP-2 | Rtt109 HAT inh
CC(=O)c1c(C)[nH]c(C(=O)OCC(=O)NCCC2=CCCCC2)c1C | -11.5 | 1.6 | 0.4 | -2.2 | 3.0 | -0.8 | 2.8 | -10.1 | 1.4 | 10.5
N/C(=N\OC(=O)Cc1ccccc1)c1ccncc1 | -0.3 | 5.5 | -1.1 | -2.3 | -0.8 | -0.7 | 14.1 | 0.0 | -1.2 | x
CCOc1ccc2nc(N3CCC(C(=O)Nc4nnc(CC)s4)CC3)sc2c1 | -0.2 | 4.5 | -0.6 | -0.1 | 0.6 | 0.9 | -14.1 | -2.3 | x | -0.9
O=C1NC(Cc2ccc(O)cc2)c2nc3ccc(F)cc3c(=O)n2-c2cc(Cl)ccc21 (centres undefined) | -10.0 | -7.6 | -1.6 | 0.1 | -2.9 | 1.8 | 15.1 | 4.2 | -2.0 | 0.1
CCOC(=O)Cc1csc(NC(=O)c2cc(-c3ccncc3)nc3ccccc23)n1 | -5.1 | -11.7 | 0.0 | -3.3 | -5.4 | -0.3 | -51.7 | 0.2 | -1.8 | 15.2
COc1ccc(-c2csc(NC(=O)CCS(=O)(=O)c3ccccc3)n2)c(OC)c1 | -0.5 | -2.4 | 2.0 | 1.0 | -6.0 | 2.5 | x | -1.2 | -0.8 | 0.3
CSc1nccc(-c2cc(Cl)sc2Cl)n1 | -12.9 | -10.0 | -0.1 | -1.7 | -7.3 | -6.5 | -10.0 | 0.1 | x | 0.8
COCCN1Cc2cccc(C(=O)Nc3cc(C)cc(C)c3)c2C1=O | -5.2 | -4.3 | 2.0 | -2.4 | 3.6 | -3.7 | -21.6 | -1.2 | -2.0 | -0.8
O=C(NCCCN1CCN(CCCNC(=O)c2ccc3c(c2)OCO3)CC1)c1ccc2c(c1)OCO2 | -8.6 | -6.0 | 1.0 | 0.8 | 0.1 | 3.3 | 32.6 | 5.5 | -0.1 | -0.9
Cc1cc(C)c(NC(=O)CSc2nnc(-c3ccco3)n2N)c(C)c1 | 0.0 | 0.0 | -0.1 | 1.3 | -1.6 | -1.1 | 4.9 | -1.5 | -2.4 | 1.5
c1ccc2c(c1)[nH]c1c3ccccc3sc21 | 0.1 | -4.6 | 0.3 | 0.8 | -2.6 | -1.7 | -38.6 | -6.8 | -3.1 | 1.1
COc1ccc(C)cc1S(=O)(=O)NCc1cccs1 | 6.1 | 6.3 | -0.2 | -1.6 | 1.9 | 1.5 | -6.0 | -4.3 | -2.0 | -10.9
CC(C)(/C=N/NC(=O)CSCc1ccccc1Cl)CCC#N | 10.0 | -13.8 | 1.0 | -1.2 | 0.8 | -1.8 | 20.8 | -2.8 | -1.1 | 0.9
O=C1C=CC2C(c3ccc4c(c3)OCO4)CC1N2Cc1ccccc1 (centres undefined) | -4.9 | -9.9 | 0.9 | -0.7 | 4.4 | 0.7 | 16.4 | 7.9 | -3.2 | -2.3
Cc1ccc(CNC(=O)c2ccc(Cn3cc(-c4ccc(C)cc4)nc3-c3ccncc3)cc2)cc1 | -1.3 | -2.7 | 3.0 | -1.0 | 1.4 | 3.1 | -33.2 | 3.0 | -1.5 | -5.0
CCc1nn(CC(=O)N2CCN(c3cc(C)ccc3C)CC2)c(=O)c2cc3occc3n12 | -1.3 | 2.7 | -0.7 | -1.7 | -1.1 | -0.1 | 5.2 | -6.8 | -6.0 | -0.3
Cc1ccc(S(=O)(=O)NC(C)C(=O)Nc2ccccc2C(=O)N2CCCC2)cc1 (centres undefined) | -0.4 | 5.2 | -0.4 | -1.0 | -3.6 | -3.1 | 25.5 | -8.0 | -1.1 | 1.1
Cc1ccc(CONC(=O)c2ccc(Cl)cc2)cc1 | 0.5 | 3.6 | -1.2 | 0.1 | -4.5 | -8.3 | -9.4 | 3.4 | x | -10.1
COC(=O)CCN(C(=O)c1cc([N+](=O)[O-])cc([N+](=O)[O-])c1)c1ccccn1 | -10.9 | -1.8 | 3.2 | -2.9 | -2.2 | 2.5 | 20.0 | 4.7 | -1.5 | 1.8
O=C(Nc1cc2cccc([N+](=O)[O-])c2oc1=O)c1cccs1 | 5.4 | 2.0 | -0.4 | -1.2 | 0.1 | -0.7 | 6.5 | -5.2 | -5.5 | -1.1
CN(C)c1cc(-c2cccc([N+](=O)[O-])c2)oc(=O)c1Cl | -2.0 | 3.0 | -1.4 | -0.8 | -4.2 | -3.1 | 12.3 | -0.5 | -4.8 | 11.3
Nc1ncc2c(n1)CCN(c1ccc([N+](=O)[O-])cc1)C2 | -6.4 | -7.7 | -1.0 | -1.8 | 6.0 | 0.2 | -3.5 | 1.0 | 0.0 | x
O=C(O)c1ccc(/C=N/NC(=O)C(O)(c2ccccc2)c2ccccc2)cc1 | -1.9 | -17.0 | -1.6 | 0.8 | -6.3 | -2.0 | 18.0 | 0.5 | x | 4.7
COc1ccc2c(COC(=O)CCS(=O)(=O)c3ccccc3)cc(=O)oc2c1 | -12.8 | -23.5 | -0.7 | -0.1 | -2.7 | -1.6 | 16.8 | -2.0 | 3.5 | 6.4
Cc1ccc(CN2CCN(C(=O)c3cccc4ccccc34)CC2)cc1 | -5.9 | -10.2 | -0.5 | 0.0 | -1.7 | -1.1 | -8.1 | 0.6 | -4.7 | 1.1
C=CCSc1ncccc1C(=O)NCc1ccccc1 | -9.6 | 1.2 | 1.3 | -2.2 | -2.9 | -2.6 | 15.9 | 1.2 | -1.0 | -4.8
Cc1ccc(C(=O)CSc2nnc(C3CC3)n2C2CC2)s1 | -3.4 | -0.3 | -1.0 | -0.4 | 0.1 | 1.1 | -5.8 | 0.9 | 63.0* | -3.9
COc1ccc(N2CCN(C(=O)c3cc(-c4ccc(F)cc4)[nH]c3C)CC2)cc1 | 3.4 | -5.1 | 1.0 | 0.2 | 1.1 | 4.1 | -45.5 | -3.4 | 3.5 | -1.0
CCCCCC(=O)Nc1ccc(-c2csc(C)n2)cc1 | -6.0 | 8.5 | 1.2 | -1.6 | 3.4 | -2.6 | 3.3 | -7.9 | -5.1 | 0.3
Cc1ccc(C(=O)NCN2CCN(c3ccc(F)cc3)CC2)cc1 | 3.5 | -6.5 | -1.0 | -0.3 | 0.2 | 2.0 | 14.1 | -3.2 | 7.3 | 3.6
COC(=O)C1C2CC3c4[nH]c5cc(OC)ccc5c4CCN3CC2CC(OC(=O)CC(C)=O)C1OC (centres undefined) | -76.3 | -4.2 | 1.4 | 0.8 | -5.4 | -15.8 | 1.6 | 45.9* | -2.7 | 9.5
CN(C)CCCn1c2c(c(SCC(=O)Nc3ccc4c(c3)OCCO4)nc1=O)CCC2 | 2.8 | -0.4 | 0.0 | -1.9 | -7.9 | -0.8 | 13.3 | 6.9 | -3.0 | 1.9
Cc1ccc(C2(c3ccc(C)cc3)CC2C(=O)Nc2ccc([N+](=O)[O-])cc2O)cc1 (centres undefined) | -6.9 | -6.7 | -0.4 | -1.2 | 3.8 | -4.2 | -32.0 | 2.0 | -1.9 | 11.7
C/C=C/c1ccc(OCCOc2cc(C=O)ccc2OC)c(OC)c1 | -11.9 | -11.9 | -2.1 | -1.3 | -1.0 | -6.5 | -14.7 | -8.6 | -9.4 | -1.0
COC(=O)c1c(C(=O)OC)c2n(c1C)CCC2 | -8.2 | 0.2 | 1.6 | -0.5 | -5.3 | 1.8 | 5.1 | 4.3 | -1.3 | -2.2
Cc1ccc(/C=C2\SC(=S)N(c3c(C)n(C)n(-c4ccccc4)c3=O)C2=O)cc1 | -2.1 | -6.9 | -0.1 | -0.7 | -1.1 | 0.2 | -27.6 | 4.0 | -4.1 | -2.5
CCOc1ccc(C(=O)N2CCSC2=S)cc1 | 1.7 | 3.5 | -2.0 | -1.4 | -4.2 | 1.2 | -17.5 | -7.4 | -2.8 | 0.8
Cc1cc(C)nc(NNC2=CC(=[N+]3CCCC3)CCC2)n1 | 4.6 | -0.7 | 0.1 | -0.7 | -3.2 | 2.0 | 5.2 | 4.5 | 3.5 | 14.1
O=C1c2cccnc2C(=O)N1Cc1ccc(Cl)cc1 | -1.6 | 3.1 | -5.3 | -0.7 | 0.9 | 0.1 | 51.6 | -1.9 | -3.2 | 1.1
Cc1onc(-c2ccccc2)c1C(=O)Nc1nnc(CC(C)C)s1 | -7.3 | -1.9 | -0.8 | -2.1 | -2.3 | -0.5 | 6.5 | -5.2 | -3.2 | 2.9
O=C(COC(=O)c1cccnc1Cl)c1ccc2c(c1)OCCO2 | -1.6 | -2.9 | -1.0 | 10.2 | 2.2 | 0.3 | -16.4 | 2.0 | -4.6 | -9.1
CCOc1ccccc1CNS(=O)(=O)c1cc(-c2cc(C)no2)ccc1C | -3.2 | 0.2 | -0.9 | -3.4 | -8.9 | -8.0 | -34.9 | -3.9 | -2.0 | -12.2
CN(Cc1ccccc1)CC(O)COc1ccc(CNCCCOc2cccnc2)cc1 (centres undefined) | -18.4 | 0.6 | 3.1 | -2.0 | -7.2 | 2.2 | x | 3.5 | -4.6 | -9.8
Cc1ccc(NC(=O)CCC(=O)NNC(=O)Nc2cccc(Cl)c2)c(C)c1 | 1.6 | -8.1 | -0.4 | -1.5 | 2.6 | -0.4 | -21.5 | -1.2 | 1.7 | -9.5
COc1ccc(/C=N\NC(=O)c2ccccc2Br)cc1COc1c(F)c(F)cc(F)c1F | -2.2 | -12.8 | 0.2 | -0.2 | 5.0 | -5.2 | x | -5.6 | -1.5 | 14.7
CC(C)N=c1scc(-c2cccs2)n1/N=C/c1ccc(O)c(O)c1O | 4.5 | -7.2 | -4.3 | -0.4 | 3.3 | 10.8 | -52.9 | -2.9 | -3.9 | -6.3
Cc1nn2c(-n3ccnc3C)c3c(nc2c1-c1ccccc1)CCC3 | -15.0 | -9.1 | -0.6 | -1.6 | 4.0 | 0.8 | 30.5 | 7.1 | -4.0 | -1.9
O=C(COC(=O)c1cc(=O)[nH]c2ccccc12)NCCc1ccccc1 | 1.1 | -1.1 | 0.9 | -2.2 | 2.1 | -1.8 | x | -1.5 | -6.5 | -0.6

Single records, as listed above. Screens in order: Cardiac RTF inh, PKA-R2B act, LANA DNA inh, CAL PDZ FP-1, Keap1-Nrf2 PPI, DAGLB inh, SR-BI DiI-HDL act, RTF Ca sens act, CAL PDZ FP-2, Rtt109 HAT inh
CC(C)N=c1scc(-c2cccs2)n1/N=C/c1ccc(O)c(O)c1O as listed: 4.5, -7.2, -4.3, -0.4, 3.3, 10.8, -52.9, -2.9, -3.9, -6.3
CCOc1ccccc1CNS(=O)(=O)c1cc(-c2cc(C)no2)ccc1C as listed: -3.2, 0.2, -0.9, -3.4, -8.9, -8.0, -34.9, -3.9, -2.0, -12.2
O=C1c2cccnc2C(=O)N1Cc1ccc(Cl)cc1 as listed: -1.6, 3.1, -5.3, -0.7, 0.9, 0.1, 51.6, -1.9, -3.2, 1.1

Screening data as filed in PubChem.
